Compound activity as filed in PubChem.
Rat MKP-3 inhibitors = MKP-3 phosphatase inhibitors, primary screen, biochemical, rat enzyme, in vitro (AID 425). Dual specificity protein phosphatase 6 (Rattus norvegicus). recombinant MKP-3 phosphatase activity, fluorescence; higher % means a stronger effect. one-dose inhibition, % at 20 µM; IC50 in µM for titrated hits. hit rate 0.17% among 110,000; in the data active = inhibition above about 50%;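 note: plate controls were vehicle for no effect and reference inhibitor for full effect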
Hsp70 displacement = Hsp70 inhibitors, probe displacement, primary screen, biochemical, fluorescence polarization (AID 583); Hsp70 fluorescence polarization probe displacement, mP; higher % means a stronger effect; displacement, % at 20 µM; hits with a dose series show IC50 in µM; Heat shock 70 kDa protein 1A (Homo sapiens); hit rate 0.06% among 140,000; in the data active = displacement above about 50%;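 note: plate controls were vehicle for no effect and reference ligand for full effect; a part of the inactive calls stands beside numbers as strong as those of hits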
An asterisk follows results filed as active; nt = no result given; & = joins results of further samples.

SMILES	Rat MKP-3 inhibitors	Hsp70 displacement
CC(C)(C)n1nnnc1C(c1ccc(C(F)(F)F)cc1)N(Cc1ccc(F)cc1)Cc1ccco1 (stereo not drawn)	nt	-5.6%
COC(=O)c1sc(NC(=O)C2CCCC2)c(C(=O)OC)c1C	-2%	-2.1%
Cc1ccc(N2NC(=O)/C(=C/c3ccccc3)C2=O)cc1C	5%	-0.7%
CCOC(=O)Cc1nnc(Nc2cccc(O)c2)c2ccccc12	0%	1.0%
Cn1c(SCC(=O)N2CCOCC2)nc2cccnc21	-9%	0.2%
Cc1c(Cl)cccc1N1C(=O)CC(N(O)c2ccccc2)C1=O (stereo not drawn)	-6%	0.9%
COC(=O)c1ccccc1-c1ccc(/C=C2\C(=O)NN(c3ccccc3)C2=O)o1	0%	-1.6%
COc1ccc(C(=O)Nc2cccc(N(C)S(C)(=O)=O)c2)cc1OC	-6%	2.3%
CCCC(c1nnnn1CCc1ccccc1)N1CCC(C(N)=O)CC1 (stereo not drawn)	nt	5.0%
CN(C1CCCCC1)S(=O)(=O)c1ccc(S(=O)(=O)N2CCN(C(=O)c3ccccc3F)CC2)cc1	nt	2.3%
COc1ccc2nc(NC(=O)c3ccc(OC)c(Br)c3)sc2c1	4%	-2.7%
COC(=O)C1=C(C)NC2=C(C(=O)CC(C)(C)C2)C1c1ccccn1 (stereo not drawn)	nt	3.9%
O=C(C1CCN(S(=O)(=O)c2ccc(Br)s2)CC1)N1CCc2ccccc21	-7%	nt
COc1ccc(-n2c(C)ccc2-c2ccccc2)cn1	5%	7.6%
Cc1cc(Nc2ccc(F)cc2Cl)n2nc(C)nc2n1	-6%	-6.9%
O=C1CC(N2CCN(Cc3ccccc3)CC2)C(=O)N1c1ccc(Cl)c(Cl)c1 (stereo not drawn)	2%	2.1%
CC(C)N1CCN(C(=O)c2ccc(-c3ccccc3)cc2)CC1	5%	-4.1%
CC(=O)NCC(=O)NC(C(=O)Nc1ccc2c(c1)OCCO2)c1ccc(C)cc1 (stereo not drawn)	-4%	7.4%
Cc1nnc(C)n1/N=C/c1ccc(O)cc1	2%	-2.8%&-0.1%
Cc1ccc2[nH]c(=O)c(CNC(C)C)cc2c1	-1%	1.9%
Cc1nnc(SCC(=O)c2c(N)n(C)c(=O)n(C)c2=O)n1Cc1ccccc1	3%	2.2%
O=C1NC(c2cccnc2)C(C(=O)c2cccs2)C(O)(C(F)(F)F)N1 (stereo not drawn)	-7%	1.3%
COc1cc(OC)cc(C(=O)N2CCN(C3CCCCCC3)CC2)c1	2%	-3.0%
Cc1ccc(OC(=S)Nc2ccccc2)c(C)c1	nt	-5.0%
O=C(N/N=C/c1ccc(O)c(Br)c1)c1ccccc1	-1%	-1.8%

Two compounds drawn at random from the list so far:
SMILES	Rat MKP-3 inhibitors	Hsp70 displacement
COc1ccc2nc(NC(=O)c3ccc(OC)c(Br)c3)sc2c1	4%	-2.7%
COC(=O)c1ccccc1-c1ccc(/C=C2\C(=O)NN(c3ccccc3)C2=O)o1	0%	-1.6%

Not a retest: an excerpt of the list.
SMILES	Rat MKP-3 inhibitors	Hsp70 displacement
Cc1ccc2[nH]c(=O)c(CNC(C)C)cc2c1	-1%	1.9%
Cc1nnc(SCC(=O)c2c(N)n(C)c(=O)n(C)c2=O)n1Cc1ccccc1	3%	2.2%
O=C1NC(c2cccnc2)C(C(=O)c2cccs2)C(O)(C(F)(F)F)N1 (stereo not drawn)	-7%	1.3%
COc1cc(OC)cc(C(=O)N2CCN(C3CCCCCC3)CC2)c1	2%	-3.0%
Cc1ccc(OC(=S)Nc2ccccc2)c(C)c1	nt	-5.0%
O=C(N/N=C/c1ccc(O)c(Br)c1)c1ccccc1	-1%	-1.8%

Additional compounds follow.
SMILES	Rat MKP-3 inhibitors	Hsp70 displacement
CN(C)S(=O)(=O)N(CC(=O)Nc1ccc(F)c(F)c1)c1ccccc1	nt	-0.4%
CCSc1nc(N)c2c(C)c(C)sc2n1	nt	3.6%
O=C(CCNc1ccc(Cl)c(Cl)c1)c1cccs1	2%	3.3%
CC1(C)CC(=O)C2=C(C1)Oc1ncn(CCO)c(=N)c1C2c1ccccc1 (stereo not drawn)	-11%	0.3%
CCOC(=O)c1oc2ccc(S(=O)(=O)Nc3ccc4c(c3)n(C)c(=O)n4C)cc2c1C	-14%	5.4%
COC(=O)C1=CNC=C(C(=O)OC)C1c1cccc(OC)c1	-4%&1%	0.8%&2.3%
CCOc1ccc(S(=O)(=O)N2CCc3ccccc3C2)cc1	1%	-2.6%
CC(=O)Nc1ccc(S(=O)(=O)NCCNC(=O)c2ccccc2F)cc1	-4%	0.4%
Cc1ccc(Cl)cc1N1CCN(S(=O)(=O)c2cnc[nH]2)CC1	2%	-1.2%
CCN(C(=O)c1cnc2scc(C)n2c1=O)c1ccccc1C	-9%	2.3%
CC(C)(C)c1cc(CCC(=O)NN2C(=O)CSC2=S)cc(C(C)(C)C)c1O	5%	-3.9%
N#CCCCn1c(-c2ccccc2)noc1=O	-4%	8.0%
CCOC(=O)c1[nH]c2ccc(F)cc2c1NC(=O)CN1CCN(C/C=C/c2ccccc2)CC1	0%	0.4%
COc1ccc([N+](=O)[O-])cc1N(CC(O)Cn1nnc2ccccc21)S(=O)(=O)c1ccc(C)cc1 (stereo not drawn)	nt	3.4%
Cc1cc(C)n(S(=O)(=O)c2ccc(C(C)(C)C)cc2)n1	-3%	6.7%
N#Cc1c(-c2ccc3c(c2)OCO3)csc1N	-8%	2.0%
CN(C)C(=O)Cn1nc(-c2ccccc2)c2ccccc2c1=O	3%	-5.3%
COc1ccc(N=CC2=C(Nc3ccc(OC)cc3)c3c(C)nn(-c4ccccn4)c3CC2)cc1	nt	69%
O=[N+]([O-])c1ccccc1C=NN1CCN(Cc2ccccc2Cl)CC1	4%	-3.5%
CCOC(=O)C1=C(O)/C(=C/c2ccc(C)o2)SC1=NC(=O)c1ccccc1C	nt	-11%
CC(=O)NC(=O)c1ccccc1OCC(=O)c1ccc(Br)cc1	7%	1.9%
Cc1cc(C)c(S(=O)(=O)N2CCN(c3ccccc3)CC2)c(C)c1	3%	-0.5%
CCOc1ccccc1NS(=O)(=O)c1cccc2nsnc12	nt	1.5%
CC(NC(=O)COc1ccccc1)C(=O)OCC(=O)c1cc2ccccc2o1 (stereo not drawn)	3%	-10%
Cc1nc(N2CCN(C)CC2)c2c(C)c(C(=O)Nc3ccc(C)c(F)c3)sc2n1	nt	4.2%

Compounds from the list above that have two or more sulfur atoms, in the order listed:
SMILES	Rat MKP-3 inhibitors	Hsp70 displacement
CN(C1CCCCC1)S(=O)(=O)c1ccc(S(=O)(=O)N2CCN(C(=O)c3ccccc3F)CC2)cc1	nt	2.3%
O=C(C1CCN(S(=O)(=O)c2ccc(Br)s2)CC1)N1CCc2ccccc21	-7%	nt
CCSc1nc(N)c2c(C)c(C)sc2n1	nt	3.6%
CC(C)(C)c1cc(CCC(=O)NN2C(=O)CSC2=S)cc(C(C)(C)C)c1O	5%	-3.9%
CCOc1ccccc1NS(=O)(=O)c1cccc2nsnc12	nt	1.5%

Further structures follow:
SMILES	Rat MKP-3 inhibitors	Hsp70 displacement
CC(=O)CC(=O)Nc1ccc(Cl)c([N+](=O)[O-])c1	3%	1.0%
CCOc1cccc(/C=N\NC(=O)Cc2cccn2C)c1O	2%	2.8%
Cc1ccc(Cl)cc1N(Cc1ccc(C(N)=O)cc1)S(=O)(=O)c1ccccc1	5%	0.4%
COc1ccc(S(=O)(=O)N2CCN(C)CC2)cc1Br	2%	-2.7%
O=C(/C=C/c1cc2c(cc1Br)OCO2)c1cccc([N+](=O)[O-])c1	-2%	3.1%
CC(=O)N1CCN(c2cc(N3CCCCC3)c(F)cc2[N+](=O)[O-])CC1	6%	-6.8%
CCOC(=O)CN1C(=O)C(Sc2nnc(-c3ccccc3OC)s2)CCc2ccccc21 (stereo not drawn)	nt	-0.4%
Cc1cccc(OCc2nnc(N)s2)c1	-10%&-1%	-3.6%&2.4%
COc1cc(C(=O)NCc2cccc3ccccc23)ccc1OCc1ccccc1	nt	-4.2%
Cc1oc(-c2ccccc2Cl)cc1-c1nn2c(-c3ccco3)nnc2s1	-7%	3.5%
Cc1cc(=O)oc2cc(OC(C)C(=O)Nc3nccs3)ccc12 (stereo not drawn)	-8%	0.6%
CS(=O)(=O)N1CCN(c2ccc([N+](=O)[O-])cc2Cl)CC1	0%	-1.3%
CCN1C(=O)C(C23CC4CC(CC(C4)C2)C3)NC1=S (stereo not drawn)	3%	1.8%
CC1=NN(c2cccc(F)c2)C(=O)/C1=C\c1ccc2c(c1)OCO2	1%	-0.4%
CCOc1ccc(NC(=O)N(C2CCCCCC2)C2CCN(C(C)=O)CC2)cc1	6%	-1.2%
O=C(NC(C(=O)c1ccccc1)N1CCOCC1)c1ccccc1 (stereo not drawn)	1%&3%	-3.0%&-2.7%
CCOC(=O)c1cnc(-n2nc(C)cc2C)nc1Nc1cccc(C(=O)O)c1	-5%	-0.8%
O=C(CCc1ccccc1)NCc1ccccn1	-11%	5.5%
CCc1cccc(C)c1NC(=O)/C=C/c1cccc([N+](=O)[O-])c1	5%	-0.9%
CC1=CC(C)(C)Nc2ccc(OC(=O)NC3CCCCC3)cc21	2%	-0.9%
O=C(CC1CCCC1)Nc1ccc2c(c1)CCC2	nt	-1.8%
CCC1=NN2C(=N)/C(=C/c3cccs3)C(=O)N=C2S1	-5%	2.1%
O=C(CSCC(=O)Nc1ccccc1)NCc1ccco1	2%	-1.3%
CC(CN1CCOCC1)c1ccccc1 (stereo not drawn)	nt	1.2%
Cn1c(=O)[nH]c(=O)c2[nH]c(NCCCN3CCOCC3)nc21	2%	-0.6%
(listing goes on)
SMILES	Rat MKP-3 inhibitors	Hsp70 displacement
CC(=O)Nc1cccc(NC(=O)c2cccc(I)c2)c1	-2%	-1.7%
COc1cc(NC(=O)c2ccc(Cl)cc2)c(Cl)cc1NC(=O)C(C)Oc1ccccc1 (stereo not drawn)	2%	0.4%
CC1CCCN(C(=O)CSc2nnc3n(C4CCCC4)c(=O)c4ccccc4n23)C1 (stereo not drawn)	-2%	-1.5%
CCOc1ccc(N(C(C)C(=O)NC2CCCCCC2)S(C)(=O)=O)cc1 (stereo not drawn)	-6%	0.8%
COc1ccc(Cc2noc(Cc3ccc(Cl)cc3)n2)cc1	2%	0.0%
COc1ccc(Cl)cc1NC(=O)CN1C(=O)CCS(=O)(=O)c2ccccc21	-2%	1.3%
Cc1ccc(S(=O)(=O)Nc2ccc(O)c(C)c2)cc1	2%	-2.5%
CN(CC(=O)N1CCN(c2ccc(F)cc2)CC1)S(=O)(=O)c1ccc(F)cc1	-4%	-2.5%
COc1ccc(NC(=O)C(=O)/C=C(/O)c2ccccc2)cc1	1%	-2.4%
CCC(C)(C)NC(=O)C(C)OC(=O)c1nsc(Cl)c1Cl (stereo not drawn)	nt	-2.0%
CCOC(=O)c1c(NC(=O)c2ccc(OC)cc2)sc(C(=O)Nc2cc(C(F)(F)F)ccc2Cl)c1C	4%	-5.3%
CC1CCC(C(=O)NC(C(=O)N2CCc3ccccc3C2)C(C)C)CC1 (stereo not drawn)	nt	0.3%
O=C(CC(C(=O)N1CCc2ccccc21)n1ccnc1)NCc1ccccc1 (stereo not drawn)	nt	-1.4%
CCOC(=O)C1=C(C)N=c2s/c(=C\c3ccco3)c(=O)n2C1c1ccccc1 (stereo not drawn)	-1%	16%
c1nc(N2CCC3(CC2)OCCO3)c2c3c(sc2n1)CCCC3	-4%	-4.1%
COc1ccc(CNC(=O)c2cc3c(=O)n4ccccc4nc3n(Cc3ccco3)c2=N)cc1	-4%	5.4%
O=C(CCn1c(=O)c2sccc2n(CC(=O)OCc2ccccc2)c1=O)NCc1ccco1	-3%	-0.4%
COc1ccccc1N1CCN(Cc2nc(N)nc(Nc3ccc(C)c(Cl)c3)n2)CC1	-1%	4.2%
CS(=O)(=O)N(Cc1ccccc1)c1ccc(C(=O)NC2CCCCC2O)cc1 (stereo not drawn)	-12%	3.9%
COc1ccccc1-c1nnc(SCC(=O)O)n1C	-5%	2.0%
Cc1ccc(NCc2nnc(SCC(N)=O)n2CC2CCCO2)c(C)c1 (stereo not drawn)	nt	4.1%
CN1CCN(C(=O)N2CCNC2=O)CC1	-17%	0.0%
O=[N+]([O-])c1ccccc1OCCOc1ncnc2ccccc12	0%	2.1%
CCC(Sc1nc(=O)cc(N)n1-c1cccc(C)c1)C(=O)Nc1cc(C)on1 (stereo not drawn)	-3%	-0.8%
Cc1ccc(Sc2oc(/C=N/n3cnnc3)cc2Br)cc1	-2%	-2.4%
(listing goes on)
SMILES	Rat MKP-3 inhibitors	Hsp70 displacement
COc1ccc(C(=O)Nc2ccc(NC(=O)c3ccc(Br)cc3)cc2)cc1[N+](=O)[O-]	1%	-3.7%
O=C(N1CCOCC1)N1CCC(n2nnc3cc(F)ccc32)CC1	-18%	18%
C=CCc1cccc2cc(C(=O)NCc3ccco3)c(=O)oc12	0%	3.1%
C/C(NCC(C)(C)CN(C)C)=C(/C#N)C(=O)NCc1ccccc1	-7%	2.5%
O=C(Nc1ccccc1-c1ccccc1)C1CCCN(c2ncccn2)C1 (stereo not drawn)	-8%	0.3%
O=C(Cc1ccccc1)NC(c1ccco1)c1c(O)ccc2ccccc12 (stereo not drawn)	-4%	2.7%
COc1cc(-c2nc3nnc(C)n3[nH]2)cc(OC)c1OC	-5%	3.9%
CCCCN1C(=O)c2ccc(C(=O)NC3=NCCS3)cc2C1=O	-9%	-1.3%
c1ccc2[nH]c(-c3nc4ccccc4[nH]3)nc2c1	-10%	0.4%
Cc1ccc(C)c(N2CCN(S(=O)(=O)c3ccc4[nH]c(=O)c(=O)[nH]c4c3)CC2)c1	10%	-3.8%
CC(=O)N(Cc1ccco1)C1CC(=O)N(c2ccc(Cl)cc2)C1=O (stereo not drawn)	-4%	-0.9%
CC(C)n1c(SCC(=O)N2c3ccccc3CCc3ccccc32)nc2c1c(=O)n(C)c(=O)n2C	nt	-3.7%
COc1ccc2c(c1)CCc1c(C(=O)Nc3ccn(Cc4ccc(C)cc4)n3)noc1-2	2%	8.5%

Some of the compounds tested; the hit share may differ from the screen's.
